Screening data (PubChem)
LMP1 NFkB inh – inhibitors of Epstein-Barr LMP1-induced NF-kappaB reporter. LMP1-induced NF-kappaB luciferase reporter cells, luminescence. inhibition, % at 12.5 µM. actives 0.69% (n = 350,000); in the data active = inhibition above about 41%; inconclusive = no clear call, values can overlap the other calls;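 also: 0% = neutral control wells and 100% = reference inhibitor control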
NR5A2 inv ag – suppresses constitutive activity of human LRH-1 | AID 602396 | inhibition, % at 3.6 µM | O00482 | HEK293T StAR-luciferase reporter, LRH-1 transfected, 24 h | actives 0.13% (n = 360,000);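 active = inhibition above the mean inhibition of all tested compounds plus 3 SD, cut at about 73% in these data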;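 also: 0% = DMSO wells and 100% = reporter-only cells lacking LRH-1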
MC4R antag cAMP – antagonists of human melanocortin 4 receptor (MC4R). P32245. MC4R-expressing cells, MTII-stimulated cAMP, LANCE TR-FRET. inhibition, % at 6.5 µM. actives 0.48% (n = 360,000);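 active = inhibition above its plate's cutoff, the mean of tested wells on that plate plus 3 SD, cut at about 29% in these data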;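 also: 0% = Melanotan II alone and 100% = Melanotan II plus saturating MCL0020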
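System: U2OS-MC4R stable cell line; Technique: Eu-cAMP/anti-cAMP TR-FRET, emission 671 nm; Repeats: single well per compound; Also added: Melanotan II; Dosing: one concentration, 6.5 µM nominal; Schedule: 30-min compound, 1-h challenge, 1-h detection, room temperature.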
TLR9-MyD88 block – TLR9-MyD88 interaction inhibition; AID 504734; actives 0.21% (n = 340,000); CHO BLA complementation TLR9-MyD88, CCF4 FRET ratio; inhibition, % at 4.98 µM;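 active = inhibition above the mean over all tested compounds plus 3 SD, cut at about 21% in these data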;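 also: 0% = DMSO only wells and 100% = clavulanate BLA inhibitor control wells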
SRC2 inh – inhibits human steroid receptor coactivator 2. Q15596. HEK293 GAL4-SRC2 luciferase reporter, luminescence. inhibition, % at 9 µM. actives 0.17% (n = 370,000). AID 651957;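 active = inhibition above the mean inhibition of all tested compounds plus 3 SD, set per campaign, cut at about 52% in these data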;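 also: 0% = DMSO treated cells and 100% = cells given Gossypol at 36 µM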
SRC1 inh – inhibitors of human steroid receptor coactivator 1 (SRC1). Q15788. HEK293 GAL4-SRC1 luciferase reporter, luminescence. inhibition, % at 3.6 µM. actives 0.12% (n = 360,000);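 active = inhibition above the campaign mean plus 3 SD, with each screening campaign given its own cutoff, cut at about 60% in these data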;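 also: 0% = DMSO treated cells and 100% = gossypol at 36 µM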
ABHD5 PLIN5 PPI – blocks binding of human ABHD5 to perilipin-5. inhibition, % at 4 µM. Split G. princeps luciferase complementation, luminescence, 4 h. Q00G26+Q8WTS1. AID 602281. actives 0.78% (n = 360,000);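 active = inhibition above the mean inhibition across every tested compound plus 3 SD, cut at about 22% in these data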;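 also: 0% = DMSO only wells and the 100% control is not disclosed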
MC4R ag barr – activates human MC4R beta-arrestin recruitment | P32245 | actives 0.98% (n = 360,000) | AID 540308 | activation, % at 8.9 µM | U2OS MC4R beta-arrestin complementation, luminescence; percent of melanotan II response, DMSO zero;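 active = activation above a per-plate cutoff, the mean activation of sample wells on that plate plus 3 SD, cut at about 8% in these data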
SRC3 inh – human NCOA3 inhibition. actives 0.17% (n = 360,000). Q9Y6Q9. inhibition, % at 3.6 µM. HEK293 GAL4-SRC3 luciferase reporter, luminescence;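 active = inhibition above a per-campaign cutoff, the mean of all compounds plus 3 SD, cut at about 60% in these data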;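 also: 0% = DMSO-treated cells and 100% = gossypol-treated cells at 36 µM; higher means less SRC3-driven luciferase light from the GAL4 reporter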
Target sequence (Q9Y6Q9 whole entry, looked up, the tested form may be a part): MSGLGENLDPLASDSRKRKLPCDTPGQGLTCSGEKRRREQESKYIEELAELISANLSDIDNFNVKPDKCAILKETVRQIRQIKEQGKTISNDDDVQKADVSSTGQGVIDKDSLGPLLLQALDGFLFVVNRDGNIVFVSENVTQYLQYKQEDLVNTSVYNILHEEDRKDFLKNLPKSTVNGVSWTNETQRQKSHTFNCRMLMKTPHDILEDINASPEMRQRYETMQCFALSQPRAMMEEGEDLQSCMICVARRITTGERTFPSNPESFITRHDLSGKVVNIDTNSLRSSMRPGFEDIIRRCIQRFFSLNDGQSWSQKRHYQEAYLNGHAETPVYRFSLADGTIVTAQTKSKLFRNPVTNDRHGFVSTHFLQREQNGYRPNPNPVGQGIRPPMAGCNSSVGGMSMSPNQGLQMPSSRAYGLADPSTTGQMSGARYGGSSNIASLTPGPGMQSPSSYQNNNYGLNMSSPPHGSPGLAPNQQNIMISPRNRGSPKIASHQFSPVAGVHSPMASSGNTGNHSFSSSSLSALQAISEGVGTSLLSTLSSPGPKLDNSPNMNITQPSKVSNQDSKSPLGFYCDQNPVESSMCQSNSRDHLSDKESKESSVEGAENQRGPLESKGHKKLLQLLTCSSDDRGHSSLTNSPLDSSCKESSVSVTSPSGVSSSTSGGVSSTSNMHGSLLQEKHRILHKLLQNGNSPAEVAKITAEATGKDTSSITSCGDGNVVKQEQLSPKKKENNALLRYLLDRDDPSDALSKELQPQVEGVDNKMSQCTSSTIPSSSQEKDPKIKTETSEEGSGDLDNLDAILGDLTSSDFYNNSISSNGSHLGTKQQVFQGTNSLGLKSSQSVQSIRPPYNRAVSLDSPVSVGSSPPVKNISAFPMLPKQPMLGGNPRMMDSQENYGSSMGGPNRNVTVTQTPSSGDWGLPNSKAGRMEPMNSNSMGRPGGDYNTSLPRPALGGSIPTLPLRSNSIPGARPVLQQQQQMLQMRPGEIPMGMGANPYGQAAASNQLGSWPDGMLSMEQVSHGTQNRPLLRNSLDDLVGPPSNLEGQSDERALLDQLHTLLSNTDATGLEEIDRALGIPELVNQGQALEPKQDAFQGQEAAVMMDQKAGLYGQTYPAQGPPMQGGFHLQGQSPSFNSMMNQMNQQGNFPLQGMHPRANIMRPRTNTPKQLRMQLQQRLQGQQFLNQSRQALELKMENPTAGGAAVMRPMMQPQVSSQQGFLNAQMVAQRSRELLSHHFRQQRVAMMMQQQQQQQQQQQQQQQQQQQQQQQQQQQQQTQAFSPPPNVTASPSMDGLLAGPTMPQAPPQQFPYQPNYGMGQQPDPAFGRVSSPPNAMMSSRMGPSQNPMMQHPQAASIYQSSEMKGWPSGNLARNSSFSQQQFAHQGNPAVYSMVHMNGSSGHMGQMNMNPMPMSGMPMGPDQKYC
NR2F2 inh – inhibitors of human COUP-TFII (NR2F2) | P24468 | AID 686940 | actives 0.7% (n = 370,000) | inhibition, % at 8.6 µM | HEK293T NGFI-A luciferase reporter, luminescence;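 active = inhibition above a per-plate cutoff, mean inhibition of test wells between control levels plus 3 SD, cut at about 38% in these data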;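 also: cells cotransfected with COUP-TFII expression vector driving the NGFI-A reporter; 0% = median of COUP-TF2 test wells and 100% = reporter-only cells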
NOD2-RIPK2 inh – blocks binding of human NOD2 to RIPK2; O43353; CHO BLA complementation NOD2-RIPK2, CCF4 ratio; inhibition, % at 4.98 µM; actives 0.38% (n = 360,000); in the data active = inhibition above about 21%;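 also: 0% = vehicle only and 100% = reference blocker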
Starred values were filed as active, the others as inactive; ? = inconclusive; . = not tested or not shown.

LMP1 NFkB inh,NR5A2 inv ag,MC4R antag cAMP,TLR9-MyD88 block,SRC2 inh,SRC1 inh,ABHD5 PLIN5 PPI,MC4R ag barr,SRC3 inh,NR2F2 inh,NOD2-RIPK2 inh,SMILES
7,7,13,-8,6,15,10,-0.4,8,1,-1,COc1ccc(-c2nnn(CC(=O)N(C3CCCC3)C(C)C(=O)NC3CCCC3)n2)cc1OC (configuration not stated)
-4,15,-3,17,5,-49,5,-0.2,-4,39*,1,Clc1ccc(SCNc2ccccc2Cl)cc1
16,8,7,0,-45,-5,-8,-2.9,0,-10,9,Cc1cc(C)c2nc(N3CCCN(C(=O)c4cnccn4)CC3)c(C#N)cc2c1
.,-20,13,.,3,18,-4,3.4,1,8,-18,COc1ccc(-n2nc(C)c3onc(C)c3c2=O)cc1
-7,-8,10,1,-11,-36,-3,0.0,-40,-8,-5,O=C(Nc1cccc2cccnc12)c1cccc(Cl)c1
2,-39,6,-8,3,2,-6,-0.6,-13,-3,2,COc1ccc(OC)c(N(CC(=O)NC2CCCC2)S(=O)(=O)c2ccc(OC)c(OC)c2)c1
-1,8,5,0,11,9,5,-0.6,20,-10,-16,COc1ccccc1CCC(=O)N(CCC1=CCCCC1)c1c(N)n(Cc2ccccc2)c(=O)[nH]c1=O
-9,10,1,-10,-10,3,2,0.2,-4,-3,-13,COc1cccc(CNC(=O)C(CC(C)C)NC(=O)c2ccccc2C)c1 (configuration not stated)
-7,1,-1,-7,-11,-2,20,0.0,3,-5,-1,O=C(/C=C/c1cccs1)c1ccc(Br)cc1
-8,-1,-4,-9,-2,8,3,-1.2,4,-7,-4,CN(c1ccccc1)S(=O)(=O)c1ccc(C(=O)NCc2ccccc2F)cc1
3,-5,5,-6,-5,0,2,-1.1,20,-19,-7,COc1ccc(-c2ccc(-c3nnc(-c4cc(OC)ccc4OC)o3)cc2)cc1
-1,-27,-1,-13,4,-3,1,-1.5,-4,-14,8,Cc1c(CC(=O)O)c(=O)oc2cc(OCc3ccc(Cl)cc3)ccc12
.,0,9,.,4,6,-4,-1.1,11,4,-4,C=CCNc1nc(NCCOc2ccccc2Cl)c2sc(-c3ccccc3)cc2n1
-10,-10,12,-2,19,-13,0,-3.5,4,15,-11,O=C(CNc1ccc(F)cc1)N/N=C1\CCc2ccccc21
1,-2,6,-7,8,-8,-3,-1.6,0,2,-3,CCC(C)NS(=O)(=O)c1ccc(-c2csnn2)s1 (configuration not stated)
.,-1,6,.,7,-2,-4,0.2,8,11,-15,COCCNC(=O)C1(C)CCCN(C(=O)c2ccccc2OC)C1 (configuration not stated)
-50,-108,-2,0,-52,-94,-18,1.3,-95,-42,3,CC(C)c1ccc(NC(=O)c2cccc(Br)c2)cc1
0,7,4,-8,-37,-22,-1,-2.9,-6,-2,8,O=C(CNC(=O)c1ccc(Br)o1)OCC(=O)c1cccc([N+](=O)[O-])c1
-5,4,-4,7,.,-15,-4,2.3,-17,.,-6,COc1ccc(/C=C2\SC(=S)N(CCC(=O)Nc3ccc(C(=O)O)cc3)C2=O)cc1OC
-5,-1,8,-7,5,-26,-10,0.7,9,-2,0,O=C(COC(=O)c1cccnc1Cl)NCCC1=CCCCC1
-2,5,-1,3,2,-6,-1,0.1,5,-12,3,CC(=O)c1cccc(OCC(=O)Nc2cc(S(=O)(=O)N3CCOCC3)ccc2N2CCCC2)c1
-10,6,0,-6,6,-11,-5,-1.5,10,13,-10,COc1cccc(OC)c1C(=O)N1CCN(c2ccccn2)CC1
3,0,3,-10,-37,-8,-1,-1.1,0,-2,3,COc1ccc(C(=O)NCCN2CCOCC2)cc1S(=O)(=O)Nc1ccc(C)cc1
7,-17,-16,-4,-42,3,6,-4.7,4,-12,-3,COc1ccccc1N=Nc1c(C)[nH][nH]c1=O
-9,8,1,1,-10,-8,6,-0.3,11,19,-10,NCCCNc1ccc([N+](=O)[O-])cc1C(F)(F)F

More structures follow:
LMP1 NFkB inh,NR5A2 inv ag,MC4R antag cAMP,TLR9-MyD88 block,SRC2 inh,SRC1 inh,ABHD5 PLIN5 PPI,MC4R ag barr,SRC3 inh,NR2F2 inh,NOD2-RIPK2 inh,SMILES
5,-9,-1,-3,-12,-5,-3,-2.4,-13,6,-4,O=C(Oc1cccc2cccnc12)c1cccc(-n2cnnn2)c1
-20,-1,25,2,.,-7,3,1.4,-11,.,3,N#CC1=C(N)C2=CCCC[C@H]2[C@H](c2ccc(Br)cc2)C1(C#N)C#N
-2,-5,-2,1,23,-33,3,-1.3,-3,-1,1,Cc1ccccc1NC(=O)c1cccc(S(=O)(=O)N2CCOCC2)c1
-3,9,4,-10,19,-10,-1,-2.0,11,21,14,COc1c(C)cc(C(=O)C2CCCN(Cc3cccc4nccnc34)C2)cc1C (configuration not stated)
-3,-80,19,-2,-68,-20,-6,1.8,-59,-22,1,COc1ccc(NC(=O)c2ccc3[nH]c(C)c(C)c3c2)cc1
7,7,7,-10,-4,20,3,-0.6,22,-13,7,C/C1=C\CCC2C(/C=C(\C)CC1)OC(=O)C2CN1CCCCC1 (configuration not stated)
-13,-55,2,-4,-46,-48,1,2.1,-57,-39,-2,S=C(NCC1CCCO1)Nc1ccc(Cl)cc1Cl (configuration not stated)
-1,25,-3,-5,-7,-9,2,-1.9,-4,-2,-10,O=C(Cn1cnc([N+](=O)[O-])c1)Nc1ccc(Cl)cc1Cl
-37,2,11,1,-3,-11,5,-1.1,10,-3,-11,COc1ccc(-n2nnnc2SCc2nc(N)nc(N3CCOCC3)n2)cc1
12,2,-3,-9,.,-21,3,-0.1,-8,.,-16,CC(C)(C)OC(=O)NCCC(=O)Oc1ccc2ccc(=O)oc2c1
8,1,1,-2,17,-2,17,-2.1,11,23,-7,O=C(NCc1ccncc1)c1cccc(S(=O)(=O)Nc2ccc(F)cc2)c1
5,-6,0,0,2,-12,-6,-0.6,-10,13,-3,COc1ccc(NC(=O)COC(=O)CC2CCCC2)cc1Cl
-2,10,2,11,-38,7,3,-2.4,11,8,1,CCN(C(=O)COC(=O)c1ccc(F)c(S(=O)(=O)N2CCOCC2)c1)C1CCS(=O)(=O)C1 (configuration not stated)
-6,24,-8,-1,19,-5,6,2.4,5,13,-9,CCOC(=O)N1CCC(N2CCN(S(=O)(=O)c3ccc(NC(C)=O)cc3)CC2)CC1
2,1,22,-3,-11,-8,0,-0.2,10,-1,-8,CN1CCN(S(=O)(=O)c2ccc(NC(=O)COc3ccccc3Cl)cc2)CC1
8,5,0,1,3,3,-7,-1.1,-13,3,-2,CCCCCCN1C[C@@H](n2cc(COC(=O)c3ccccc3)nn2)[C@H](O)C[C@@H]1c1ccc(Cl)cc1
2,5,0,8,-28,3,2,-1.6,11,7,-13,COC(=O)C1=CN(c2ccc(OC)cc2)C=C(C(=O)OC)C1c1ccc(C)c([N+](=O)[O-])c1
4,5,8,-5,5,-17,-5,-1.5,-17,6,11,CCCC1NC(=O)c2cccnc2-n2c1nc1ccc(C)cc1c2=O (configuration not stated)
23,-1,-1,3,16,-14,0,1.1,11,26,11,CC(=O)c1c(C)n(-c2ccc(C)cc2C)c2ccc(O)cc12
-8,-2,4,-2,-21,16,-4,-0.1,8,-32,-3,COc1cccc(C2c3c(oc4ccccc4c3=O)C(=O)N2c2ccccn2)c1 (configuration not stated)
5,15,4,-10,8,-6,-6,-1.8,18,-6,2,COc1cccc(/C=C/C(=O)NCCc2ccc3c(c2)OCCO3)c1
9,2,0,-2,2,-13,15,0.8,12,11,-11,COC(=O)c1ccccc1NC(=O)CSCC(=O)Nc1ccccc1
1,0,15,-10,-27,-4,-8,-1.7,-11,-13,-12,NS(=O)(=O)c1ccc(CNC(=O)CNC(=O)c2ccc(Br)o2)cc1
-5,-5,2,-9,-31,-9,-6,-1.3,-7,19,-16,Cc1ccccc1NC(=O)NCCc1ccc(Cl)cc1
-2,-16,2,-4,3,-26,2,-0.2,-7,18,-10,CCOc1ccc(C(=O)CCC(=O)N2CCC(C(=O)OC)CC2)cc1

(continued)
LMP1 NFkB inh,NR5A2 inv ag,MC4R antag cAMP,TLR9-MyD88 block,SRC2 inh,SRC1 inh,ABHD5 PLIN5 PPI,MC4R ag barr,SRC3 inh,NR2F2 inh,NOD2-RIPK2 inh,SMILES
?,-140,5,3,-17,-80,-6,0.0,-128,-37,3,Fc1ccc(-n2nnc(-c3cnc4ccccc4c3)n2)cc1
-5,16,-3,-6,-2,13,0,-0.8,7,1,-4,CC(C)(C)OC(=O)N1CCC[C@H]1c1nnc(SCc2ccc(Cl)cc2Cl)o1
3,-9,19,0,-27,-4,-2,-2.1,-10,-17,16,C[C@H](CO)N1C[C@H](C)[C@@H](CN(C)C(=O)Nc2ccc3c(c2)OCO3)Oc2ccc(NC(=O)NC3CCCCC3)cc2C1=O
-4,1,2,2,10,6,4,0.6,-9,15,-13,Cc1cc(=O)[nH]c(N/N=C/C(C)c2ccccc2)n1 (configuration not stated)
10,-102,6,3,-50,-29,-1,-2.2,-7,-28,-7,CCC/C(=N\NC(=O)c1ccco1)c1ccc(Cl)s1
0,14,3,1,-6,-10,-4,0.0,6,7,-6,COc1cc(NC(=O)c2ccco2)c(OC)cc1NC(=O)Nc1cccc(Cl)c1
7,1,6,-6,-9,-3,-4,-1.4,2,4,-14,CCc1nnc(NC(=O)CN2C(=O)NC3(CCCC3)C2=O)s1
0,4,-2,-1,-33,-11,-4,-0.2,0,-16,3,Cn1ccnc1SCC(=O)Nc1sccc1C#N
-2,26,0,6,6,-9,-6,-3.9,2,9,-7,Cc1nc2ccc(S(=O)(=O)NCC(=O)NCCc3ccc(Cl)cc3)cc2s1
-11,-6,-1,4,-11,10,12,-0.1,3,0,-8,COC(=O)C1=C(CS(=O)(=O)c2ccccc2)NC(=O)NC1c1ccc(O)cc1 (configuration not stated)
1,21,7,7,2,-3,7,0.2,1,-5,-6,Cc1ccc(C)c(S(=O)(=O)Nc2ccccc2C(=O)Nc2cc(C)on2)c1
-6,3,2,-2,10,9,4,-0.3,-9,-5,3,COc1cc(C(=O)OCC#N)ccc1OCc1c(C)noc1C
4,-9,-4,-6,6,-3,4,0.3,0,6,4,Cc1ccc(NC(=S)NC2CCN(Cc3ccccc3)CC2)cc1
-3,21,3,3,-6,-18,3,0.8,7,-8,1,COc1ccc(C(=O)Nc2cc(C)nc3ccccc23)cc1OC
-6,13,9,-6,-25,-2,0,-4.7,7,6,6,CC(C)(C)c1ccc(S(=O)(=O)Nc2ccccn2)cc1
5,17,7,-5,10,-5,2,-1.4,14,-6,-9,Cc1nn(C)cc1/C=N/O
.,18,-4,.,-4,13,-3,-0.8,-11,6,-1,O=C(Nc1cccc(C(F)(F)F)c1)c1ccc(-c2ccc(F)c(F)c2)c2ccoc12
-1,-12,8,-2,18,-2,-4,-1.4,3,-39,-1,COc1cccc(-n2c(-c3cccc(S(=O)(=O)N(C)C)c3)n[nH]c2=S)c1

This is a subset; the hit share may differ from the screen's.
